# Bioassay records deposited in PubChem BioAssay by Sanford-Burnham Center for Chemical Genomics.
# TAG inh: reduces triacylglycerol accumulation in H9c2 cells. Nile Red lipid (TAG) fluorescence; cells loaded with 200 µM oleic acid. inhibition, % at 12.5 µM. 230,000 tested, 0.66% active. AID 651582;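 active = pattern-corrected inhibition of lipid staining of at least 50% with the nuclear-stain viability signal not falling by more than 50%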;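 also: 0% = DMSO wells and 100% = triacsin C control wells; some results filed as inactive read as strong as hits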
# TAG inh DAPI viability: second read-out of TAG inh, no call of its own (marks repeat the call); DAPI nuclei signal change (viability), lower = more cytotoxic, %;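 whole-well DAPI fluorescence read on a plate reader as a viability signal; minus 50 percent equals half of cells still viable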
# Active calls of the source: *. Some of the compounds tested, so the mix of outcomes need not match the whole.
# The first 2 entries, ahead of the listing:
# Value order – TAG inh	TAG inh DAPI viability
CCC1(C)Cc2ccccc2-c2nc3n(c(=O)c21)CCS3 (stereo not given)
 : -3	-9
CN(Cc1cnn(-c2ccc(F)cc2)c1)Cc1nc(Cc2ccccc2)no1
 : 13	-7

# Results, previewed entries included:
# Value order – TAG inh	TAG inh DAPI viability
CCC1(C)Cc2ccccc2-c2nc3n(c(=O)c21)CCS3 (stereo not given)
 : -3	-9
CN(Cc1cnn(-c2ccc(F)cc2)c1)Cc1nc(Cc2ccccc2)no1
 : 13	-7
O=C(/C=C/c1ccc(Br)o1)OCc1ccccc1
 : 6	4
Cc1cccc(C(=O)NNS(=O)(=O)c2ccc(F)cc2)c1O
 : 11	-6
O=C(C[n+]1ccc(-c2nnc3n2CCCCC3)cc1)c1ccc(Cl)cc1
 : -3	-6
O=C(N/C=C/c1ccccc1)c1ccccc1
 : 31	-2
O=C1OCCC1=COCCCCCCOC=C1CCOC1=O
 : -5	-5
CC(C)(C)OC(=O)NCc1ccc(CNC(=O)c2[nH]cnc2C(=O)N[C@@H](Cc2ccccc2)C(=O)OC(C)(C)C)cc1
 : -2	3
Nc1nc2nccc(-c3ccco3)n2n1
 : 2	26
COc1ccc(CCNC(=O)NC23CC4CC(CC(C4)C2)C3)cc1OC
 : 12	-1
CCn1cc(CNCc2cn[nH]c2-c2cc3ccccc3o2)cn1
 : -17	2
Cc1cc(=O)oc2cc(OCC(=O)OCC(=O)Nc3ccc(C(N)=O)cc3)ccc12
 : -2	2
COc1ccc(-c2c(C)nn3c(C(F)(F)F)cc(C)nc23)cc1
 : -6	12
Cc1ccc(C(=O)NNC(=O)c2cccc(S(=O)(=O)N3CCOCC3)c2)cc1
 : -1	-1
CCC1ON(C(C)C)C2c3nc4ccccc4n3CC12 (stereo not given)
 : -11	4
COC(=O)c1nnn(-c2nonc2N)c1CSc1nnc(N)s1
 : -2	4
COC(=O)C(NC(C)=O)(Nc1nc2c(s1)CCCC2)C(F)(F)F (stereo not given)
 : -4	5
Nc1c(N(Cc2ccco2)C(=O)c2ccc(Cl)cc2)c(=O)[nH]c(=O)n1Cc1ccccc1
 : 24	2
CC(=O)Nc1ccc(S(=O)(=O)Nc2cccc(N(C)S(C)(=O)=O)c2)cc1
 : 4	-10
COc1cccc(NC(=S)NC2CC3CCCC(C2)N3C2CCCC2)c1 (stereo not given)
 : 16	10
Cc1ccc(NC(=S)NNS(=O)(=O)c2ccc3ccccc3c2)cc1Cl
 : -20	2
NC(=O)C1CCN(C(c2ccccc2F)c2nnnn2Cc2ccco2)CC1 (stereo not given)
 : -25	3
O=C(O)[C@H](Cc1ccccc1)N1Cc2ccccc2C1=O
 : 0	-14
COc1ccccc1S(=O)(=O)N1CCNC(=O)C1
 : -2	10
CCOC(=O)C1=C(C)C/C(=N\NC(=O)c2ccccc2O)CC1
 : 2	-9
CCOC(=O)c1sc(NC(=O)c2cc3ccccc3o2)nc1C
 : -6	7
Nc1cccnc1Sc1cccc(Cl)c1
 : -9	6
Cc1cc2nc3n(c2cc1C)CC1CC(C(=O)NCCC(C)C)N(C)C31 (stereo not given)
 : 10	1
Cc1ccc(NS(=O)(=O)c2ccc3c(c2)oc(=O)n3C)cc1F
 : -8	-3
O=C(CC1C(=O)NCCN1Cc1cccc(F)c1)NCCCN1CCCC1=O (stereo not given)
 : 0	3

# Record cards, as listed above.
# Cc1cc(=O)oc2cc(OCC(=O)OCC(=O)Nc3ccc(C(N)=O)cc3)ccc12 is listed with TAG inh: -2; TAG inh DAPI viability: 2
# CCOC(=O)c1sc(NC(=O)c2cc3ccccc3o2)nc1C is listed with TAG inh: -6; TAG inh DAPI viability: 7

# The list continues:
# Value order – TAG inh	TAG inh DAPI viability
C/C=C/C=C/C(=O)OC(C)C(=O)Nc1cc([N+](=O)[O-])ccc1OC (stereo not given)
 : -7	-4
COc1cc(/C=C/c2ccc3cccc([N+](=O)[O-])c3n2)ccc1OCC(=O)O
 : 5	-3
Cc1ccc(CNC(=O)C2=CCN(S(=O)(=O)c3ccc(C)cc3)CC2)cc1
 : -14	-5
Cc1oc(-c2cccs2)[n+]([O-])c1C
 : 12	4
COc1ccc(C(=O)NCCC(C)C)cc1S(=O)(=O)N1CCOCC1
 : 1	-8
Cc1c(Cl)cccc1N/C(=N/S(=O)(=O)c1cccs1)c1ccccc1
 : -2	-5
COc1ccc(S(=O)(=O)N(C)C[C@H]2Oc3c(NC(=O)Nc4ccc(C(F)(F)F)cc4)cccc3C(=O)N([C@H](C)CO)C[C@@H]2C)cc1
 : 57*	-12*
O=C(NCc1ccc2c(c1)OCO2)c1ccc(CSCc2ccccc2Cl)o1
 : -6	-1
COC(=O)c1cccc(F)c1C(=O)c1cccc2ccccc12
 : 0	-1
CN(C)CCCNc1nc2cc(-c3cnn(Cc4ccccc4)c3)sc2c(=O)n1C
 : 7	1
NC(=O)[C@@H]1[C@@H]2C(=O)N(c3ccc(F)cc3)C(=O)[C@@H]2[C@H]2C=Cc3ccccc3N21
 : 26	-6
COCC(O)Cn1ccnc1[N+](=O)[O-] (stereo not given)
 : -2	1
COc1ccc(F)cc1S(=O)(=O)Nc1cc2c3c(c1)CCN3C(=O)CC2
 : -6	4
Cc1ccc(CC(=O)O/N=C(\N)c2ccncc2)cc1
 : -3	4
COc1ccc(C(C)=O)cc1COc1cccc2c1OC(C)(C)C2
 : -10	2
CC1=C(C(=O)N2CCCC(CCC(=O)NCc3ccc(F)c(F)c3)C2)OCCO1 (stereo not given)
 : -5	-8
O=C1C(=O)N(CNc2cccnc2)c2ccccc21
 : 2	-1
COc1cc(C2c3c(-c4ccccc4)n[nH]c3C(=O)N2c2ccc(C(=O)O)cc2)ccc1O (stereo not given)
 : 6	2
CCOc1ccc(-n2c(SC)nc3c(c2=O)SCC3)cc1
 : 1	-4
O=C(NN=Cc1c(F)cccc1F)c1ccccc1NS(=O)(=O)c1cccs1
 : -1	2
CNc1ccc(Br)cc(C(=O)/C=C/c2ccc(Cl)cc2Cl)c1=O
 : 12	8
C[C@@H]1CNC(=O)c2c(C(=O)NCc3ccc(CNC(=O)OC(C)(C)C)cc3)ncn21
 : -10	7
COc1ccccc1NC(=O)COC(=O)c1cnccn1
 : 10	-3
CCOC(=O)c1cnc2ccccc2c1Nc1ccc(C(=O)O)cc1
 : 4	-1
COc1ccc(/C=C/C(=O)Nc2ccccc2C(N)=O)cc1S(=O)(=O)N1CCOCC1
 : 2	41
CCOc1ccc2[nH]c3c(=O)n(CCC4=CCCCC4)cnc3c2c1
 : 6	12
COC(=O)[C@]1(Cc2ccccc2)N[C@H](CN(C)S(=O)(=O)c2ccc(OC(F)(F)F)cc2)[C@@H]2C(=O)N(C)C(=O)[C@@H]21
 : 1	-6
COc1ccccc1CCc1nnc(CCC(=O)NC(C)Cc2cccs2)o1 (stereo not given)
 : -1	-4
COc1cc2c(c(OC)c1OC)-c1c(cc3c(c1O)OCO3)C[C@@H](C)[C@@H](C)C2
 : 15	-17
CCc1nnc(NS(=O)(=O)c2ccc(NC(=O)c3cccc(OC(F)(F)C(F)F)c3)cc2)s1
 : 8	-10

# Part of the list above, as labelled records:
> Cc1c(Cl)cccc1N/C(=N/S(=O)(=O)c1cccs1)c1ccccc1
  TAG inh: -2
  TAG inh DAPI viability: -5
> COc1ccc(S(=O)(=O)N(C)C[C@H]2Oc3c(NC(=O)Nc4ccc(C(F)(F)F)cc4)cccc3C(=O)N([C@H](C)CO)C[C@@H]2C)cc1
  TAG inh: 57*
  TAG inh DAPI viability: -12*
> O=C(NCc1ccc2c(c1)OCO2)c1ccc(CSCc2ccccc2Cl)o1
  TAG inh: -6
  TAG inh DAPI viability: -1
> COC(=O)c1cccc(F)c1C(=O)c1cccc2ccccc12
  TAG inh: 0
  TAG inh DAPI viability: -1

# Next section:
structure	TAG inh	TAG inh DAPI viability
O=C(COc1ccc(Cl)cc1)Nc1ccc(Cl)cn1	2	-2
Cc1cc(C(=O)NC2CCCCCCC2)ccc1[N+](=O)[O-]	-4	-9
Cc1ccc(S(=O)(=O)N2CCOCC2)cc1C(=O)Nc1ccc(N2CCCCCC2)cc1	-42	-1
CCOC(=O)CCCc1ccc(/C(C)=N/NC(N)=S)cc1	20	-8
CCCCCCn1c(SCCCC)nc2c1c(=O)[nH]c(=O)n2C	-17	8
Cc1cc(C)c(OCCN2CCOCC2)c(Cl)c1	-7	-1
CCOc1cc(C2C3=C(CC(C)(C)CC3=O)Nc3n[nH]c(C)c32)ccc1O (stereo not given)	-12	-8
CCOc1ccccc1NC(=S)N1CCN(c2cccc(OC)c2)CC1	-1	1
Cc1cc(SCC(=O)N/N=C/c2ccc(O)c(O)c2)nc2ccccc12	10	0
Cc1[nH]c(N=Nc2ccccc2)nc1N=Nc1ccccc1	6	-11
COc1ccc2nc(NC(=O)c3cc(S(=O)(=O)N4CCOCC4)ccc3C)sc2c1	7	2
CC1=C(C(=O)Nc2ccccn2)C(c2cn(C)nc2C)C2=C(CCCC2=O)N1 (stereo not given)	8	8
CCS(=O)(=O)c1ccc(O)c(NC(=O)/C=C/c2ccc(Cl)cc2)c1	-6	7
CC1=NN(Cc2ccccc2)C(=O)C1C(c1ccccc1)C(C#N)C#N (stereo not given)	2	13
Cc1ccc(C)c2nc(N3CCCC3)c(C#N)cc12	5	18
C=CCNc1nc(-c2ccc(Cl)cc2)cs1	-4	3
N#Cc1c(C(F)(F)F)cc(-c2cccs2)nc1N1CCCCC1	31	38
Nc1nc2ccc(S(=O)(=O)N3CCCCC3)cc2s1	-4	-1
O=C(C(Cc1ccccc1)n1cccc1)N1CCCCC1 (stereo not given)	-12	-10
Cc1ccc(/C(N)=N/OC(=O)Oc2ccccc2)cc1	-8	20
COc1ccc(OC)c(CN2CCN(c3ccc(S(=O)(=O)N4CCCC4)cn3)CC2)c1	7	6
CC1CCN(c2ccc([N+](=O)[O-])cc2C(=O)NCC2CCCO2)CC1 (stereo not given)	2	2
COCCCNC(=O)Cc1coc2ccc3ccccc3c12	-4	-2
Cc1ccc(S(=O)(=O)CC(O)COc2ccc(F)cc2Cl)cc1 (stereo not given)	2	6
O=C(O)CSC(C(=O)Nc1ccc(Br)cc1)c1ccc(Cl)cc1 (stereo not given)	1	-1
Cc1cccc2sc(N(CCCN(C)C)C(=O)CN3C(=O)c4ccccc4C3=O)nc12	-6	12
O=C(O)c1nccnc1C(=O)Nc1ccc(Oc2c(Cl)cccc2Cl)nc1	-12	7
CCCN1C(=O)C(NS(=O)(=O)c2ccc(N)cc2)(C(F)(F)F)C(C(=O)OC)=C1C (stereo not given)	-3	2
Cc1cc(C)n(CC(=O)N2CCCC(N3CCN(c4ccc(F)cc4)CC3)C2)n1 (stereo not given)	-18	1
COc1cccc(C(=O)NCCSc2ccc(C)cc2)c1	-29	3

# (list continues)
structure	TAG inh	TAG inh DAPI viability
Cc1cc(C)n(CCN(C)c2nc3nonc3nc2N2CCCCC2)n1	3	1
Cc1cccc(OCCn2c(=O)oc3ccc(C)cc32)c1	99	-78
CC(=O)Nc1ccc(NC(=O)C(C)OC(=O)c2cccc(S(=O)(=O)N3CCCCC3)c2)cc1 (stereo not given)	-4	-1
COC(=O)c1ccccc1-c1ccc(/C=N/Nc2nc(N3CCCC3)nc(N3CCCC3)n2)o1	5	12
Cc1sc(NC(=O)CSc2nc(N)cc(N)n2)c(C#N)c1C	-7	9
CN1CCc2c(sc(/N=C/c3ccco3)c2C(N)=O)C1	-6	8
O=C(c1cccs1)c1sccc1Cc1ccccc1	-2	-1
COc1cccc2cc(C(=O)N3CCN(c4ccccc4F)CC3)c(=O)oc12	-2	0
Cn1c(Cc2cccs2)nnc1SCC(=O)N1CCc2ccccc21	-28	4
CC(=O)c1ccc(-c2nc3c4ccccc4ccn3c2C(C)=O)o1	-6	17
CC(C)CCOc1ccc(C(=O)NCC(c2cccs2)N2CCOCC2)cc1 (stereo not given)	0	-7
CC(C(=O)NCCS(=O)(=O)c1ccc(Cl)cc1)S(=O)(=O)c1ccc(Cl)cc1 (stereo not given)	12	-8
CCCCn1c(N)c(N(Cc2ccccc2OC)C(=O)c2ccc([N+](=O)[O-])s2)c(=O)[nH]c1=O	-19	2
C#CCN1C(=O)S/C(=C/C=C/c2ccc(N(C)C)cc2)C1=O	-24	-6
COC(=O)c1cc2c(C)cc3ccc(C)cn3c-2c1C(=O)OC	0	5
NC(c1csc(Nc2ccccn2)n1)C1CCCCC1 (stereo not given)	25	2
COc1cccc(NC(=O)CCN2C(=O)c3ccc([N+](=O)[O-])cc3C2=O)c1	-2	-1
CCOc1ccc(Oc2ccc(NC(=O)[C@@H](NC(N)=O)[C@@H](C)CC)cc2)cc1	-7	5
CC[C@@H](C)[C@H](C(CC(=O)N1CCCC1[C@@H](OC)[C@H](C)C(=O)N[C@H](Cc1ccccc1)c1nccs1)OC)N(C)C(=O)[C@H](NC(=O)[C@@H](C(C)C)N(C)C)C(C)C (stereo not given in full)	37	-33
O=C(Nc1ccc(S(=O)(=O)NCC2CCCO2)cc1)c1cnccn1 (stereo not given)	5	-1
Cc1noc(C)c1CSCC(=O)Nc1cc(S(C)(=O)=O)ccc1Cl	10	-12
O=S(=O)(c1ccc(Cl)cc1)N1CCN(c2nc(C(F)(F)F)nc3ccccc23)CC1	3	4
OCCNc1nc(NCCC2=CCCCC2)nc(N2CCOCC2)n1	4	-5
CC1=C(C(=O)OCC2CCCO2)C(c2ccncc2)C2=C(CC(C)(C)CC2=O)N1 (stereo not given)	-5	-5
CC(NC(=O)C(NC(=O)C(Cc1c[nH]c2ccccc12)NC(=O)OC(C)(C)C)C(C)C)C(N)=O (stereo not given)	3	-6
COc1cccc(CNC(=O)c2cccc(Br)c2)c1	-22	-8
O=C(Nc1nccs1)c1ccc(S(=O)(=O)N2CCOCC2)cc1	-5	0
Cc1ccc(S(=O)(=O)c2ccc(Oc3ccccc3)cc2)cc1	-10	-8
N#Cc1nc(COc2ccccc2)oc1N1CCCCC1	-19	-10
